NTR1 ag = NTR1-driven beta-arrestin-GFP spot formation – imaging, U2OS cells, high content, primary screen (AID 493036) | agonist mode | activation, % at 20 µM | 330,000 tested, 0.17% active;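 active means activation at or above 40% of the spot to cytoplasm intensity ratio, with at least 20 cells analyzed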;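 further: 0% = DMSO without peptide and 100% = 100 nM NTR1 peptide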
Target sequence (P30989 whole entry, looked up): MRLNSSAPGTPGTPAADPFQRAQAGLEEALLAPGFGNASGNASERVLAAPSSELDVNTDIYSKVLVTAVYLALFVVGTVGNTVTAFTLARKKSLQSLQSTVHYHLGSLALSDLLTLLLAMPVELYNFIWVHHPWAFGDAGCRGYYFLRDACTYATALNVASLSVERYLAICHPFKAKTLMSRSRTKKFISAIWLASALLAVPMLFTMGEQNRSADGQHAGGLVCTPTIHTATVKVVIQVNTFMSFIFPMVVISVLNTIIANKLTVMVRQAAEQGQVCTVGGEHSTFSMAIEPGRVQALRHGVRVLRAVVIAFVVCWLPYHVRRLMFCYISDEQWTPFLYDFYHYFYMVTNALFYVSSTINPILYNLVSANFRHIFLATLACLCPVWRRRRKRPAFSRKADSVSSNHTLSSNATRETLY
NTR1 ag cell count 20 µM = recorded beside NTR1 ag, whose call it bears; cell count; measured here: cell count, cytotoxicity flag
Active calls of the source: *. This is a subset; the hit share may differ from the screen's.

Values run as follows: NTR1 ag, NTR1 ag cell count 20 µM
Cc1ccc(C(=O)Cc2ccccc2)o1
 : 4.4, 94
Cn1c(N)c(C(=O)CSc2n[nH]c(-c3ccccc3)n2)c(=O)n(C)c1=O
 : 2.3, 69
O=C(CCNC(=O)c1ccc(Br)cc1)NCc1ccccn1
 : 0.1, 49
Cc1ccccc1/C=C/C1=NCCN1
 : -1.8, 61
O=C1COc2ccc(C(=O)COC(=O)Cc3c(F)cccc3Cl)cc2N1
 : 1.6, 51
CCCCCC(=O)Nc1ccc(C(=O)COC(=O)Cn2cnc3c2c(=O)n(C)c(=O)n3C)cc1
 : -0.3, 52
Cc1ccc(NC(=O)COC(=O)C2=NN(c3ccccc3)C(=O)CC2)c(Br)c1
 : -0.5, 63
O=C(CSc1nnc(-c2ccccc2F)o1)N1CCNC1=O
 : -0.5, 59
CCc1ccccc1OCC(=O)NNCC(=O)Nc1cccc(C#N)c1
 : 1.1, 86
Cc1ccc(S(=O)(=O)N(C)CC(=O)NCC(c2ccc(F)cc2)N2CCOCC2)cc1 (stereo unspecified)
 : 1.0, 55
O=C(CNC(=O)c1ccc2c(c1)OCO2)NCCOc1ccc(Cl)cc1
 : -0.8, 61
NS(=O)(=O)c1ccc(NC(=O)c2ccc(S(=O)(=O)N3CCCCCC3)cc2)cc1
 : 0.3, 46
CSc1ncccc1C(=O)OCC(=O)NCCCc1ccccc1
 : 0.1, 68
COc1ccc(NC(=O)c2nc3nccc(C)n3n2)cc1S(=O)(=O)N1CCOCC1
 : 2.2, 40
CCN(CC(=O)Nc1cccc(OC)c1)CC(=O)Nc1cccc2ccccc12
 : 0.0, 54
CCOC(=O)c1sc(NC(=O)CC2OC(=O)c3ccccc32)nc1C (stereo unspecified)
 : 1.1, 54
CCC(C)Sc1ccc([C@H]2N[C@@](Cc3ccccc3)(C(=O)OC)[C@H]3C(=O)N(C)C(=O)[C@@H]23)cc1 (stereo partly specified)
 : 3.0, 77
COc1ccccc1CNC(=O)CCNS(=O)(=O)/C=C/c1ccc(C)cc1
 : 0.4, 53
CCCN(C(=O)CSc1nnc2ccccn12)C1CCS(=O)(=O)C1 (stereo unspecified)
 : -2.0, 45
Cc1cccc(NC(=O)C2CC3CCC2C3)c1C (stereo unspecified)
 : -1.4, 46
C[C@H](CO)N1C[C@H](C)[C@@H](CN(C)S(=O)(=O)c2ccccc2)Oc2ccc(NC(=O)CCN3CCOCC3)cc2C1=O
 : -0.8, 56
COc1ccccc1NC(=O)Nc1nc(CC(=O)Nc2cc(F)ccc2F)cs1
 : 9.0, 64
COc1ccc(/C=C/C(=O)OCC(=O)NCCc2ccccc2)c(OC)c1
 : 3.4, 49
CC(=O)c1cccc(NC(=O)COC(=O)CC2CC3CCC2C3)c1 (stereo unspecified)
 : 0.0, 61
COc1ccccc1CNC(=O)COC(=O)CCN=C1NS(=O)(=O)c2ccccc21
 : -0.8, 81
O=C(/C=C/CCc1ccc2c(c1)OCO2)N1CCCCC1
 : 3.2, 63
COc1cc(Cl)c(C)cc1NC(=O)CC1SC(N2CCOCC2)=NC1=O (stereo unspecified)
 : -1.6, 50
O=C1c2cc(S(=O)(=O)N(CCO)CCO)ccc2-c2ccc(S(=O)(=O)N(CCO)CCO)cc21
 : 2.6, 37
Cn1nc(C(=O)NNC(=O)CCOc2ccc(C(C)(C)C)cc2)c2ccccc2c1=O
 : 2.9, 54
CCc1ccccc1NS(=O)(=O)c1cc2c3c(c1)CCN3C(=O)CC2
 : 1.3, 67
CCN(CC(=O)NCc1ccc(Cl)cc1)C(=O)CCOc1ccccc1C
 : 0.0, 63
CC1O[C@H](OC2C(COC3OC(CO)C(O)[C@H](O)C3O)OC(OC3CC[C@]4(C)C(CC[C@@]5(C)[C@@H]4C=C[C@]46OC[C@@]7(CCC(C)(C)C[C@H]74)C(O)C[C@@]56C)C3(C)C)C(O)C2O)C(O)C(O)C1O (stereo partly specified)
 : -0.9, 58
Cn1nnnc1Sc1ncnc2scc(-c3cc4ccccc4o3)c12
 : 33, 55
CCOC(=O)c1nn(-c2ccc(C)cc2)c(=O)cc1OCC(=O)Nc1cccc(OC)c1
 : 1.0, 47
Cc1ccc([C@H]2C(C(=O)O)=CC[C@@H](c3ccc4c(c3)OCO4)N2S(=O)(=O)c2ccc(C)cc2)cc1
 : -0.5, 56
CC(NC(=O)C(NS(=O)(=O)c1cccs1)C(C)C)c1ccc(S(N)(=O)=O)cc1 (stereo unspecified)
 : 1.7, 54
CCCCn1c(N)c(N(CCOC)C(=O)c2cccc(S(=O)(=O)N(CC)c3ccccc3)c2)c(=O)[nH]c1=O
 : -0.6, 50
CCCCC1CCc2[nH]nc(C(=O)O)c2C1 (stereo unspecified)
 : 0.3, 106
COc1ccc(C(C)=O)cc1COC(=O)CSC(C)C(=O)Nc1cc(C)on1 (stereo unspecified)
 : 0.5, 75
Cc1cccc(N2CCN(C(=O)CN3C(=O)NC(C)(C4CC4)C3=O)CC2)c1C (stereo unspecified)
 : 0.1, 40
CCOC(=O)c1ccc(S(=O)(=O)N2CCC(C(=O)NCc3ccccc3OC)CC2)cc1
 : 1.2, 39
O=C1CN(C(=O)COc2ccccc2Cl)c2ccccc2N1
 : -0.3, 48
CN(C)c1ccc(S(=O)(=O)N2CCCCC2)cc1NC(=O)CCNC(=O)c1ccco1
 : 0.0, 70
CC(=O)c1cccc(NC(=O)COC(=O)Cn2cnc3ccccc32)c1
 : 1.9, 62
Cc1cc(NC(=O)COC(=O)c2c(Cl)cccc2Cl)no1
 : -1.0, 52
CCCn1c(N)c(C(=O)COC(=O)CNC(=O)c2ccccc2OCC)c(=O)[nH]c1=O
 : 0.3, 68
O=[N+]([O-])c1ccccc1S(=O)(=O)Nc1ccc(S(=O)(=O)N2CCCC2)cc1
 : 0.5, 84
COc1ccc(-c2sc3cc4c(cc3c2C#CC2(O)CCCCC2)OCO4)cc1
 : 17, 54
CCCCn1c(N)c(N(CCOC)C(=O)c2ccc(Cl)c(S(=O)(=O)N3CCCCC3)c2)c(=O)[nH]c1=O
 : -1.3, 60
Cc1ccc(C(=O)NNC(=O)COc2ccc(Cl)cc2C)o1
 : 0.2, 82
O=C(COC(=O)c1ccc(O)cc1O)Nc1ncc(Cl)cc1Cl
 : 0.3, 54
O=C(NCC1CCCN1S(=O)(=O)c1cccs1)C(=O)Nc1cccc(F)c1 (stereo unspecified)
 : -0.3, 61
CC(C)(O)/C=C/C(=O)[C@](C)(O)C1[C@H](O)C[C@@]2(C)C3CC=C4C(C=C(O[C@@H]5O[C@H](CO)[C@@H](O)[C@H](O)[C@H]5O)C(=O)C4(C)C)[C@]3(C)C(=O)C[C@]12C (stereo partly specified)
 : -2.9, 54
CC(C)[C@H](NC(=O)c1ccc(C(C)(C)C)cc1)C(=O)N1CCN(Cc2ccc3c(c2)OCO3)CC1
 : 2.1, 56
CN(C)C(=O)c1ccc(NC(=O)c2cccc(S(=O)(=O)N3CCCCCC3)c2)cc1
 : 3.7, 63
C[C@]12c3[nH]c4ccc(Cl)cc4c3CCN1C(=O)[C@@H](CC(=O)NCc1ccco1)C[C@@H]2C(=O)N1CCCCC1
 : 5.2, 64
COc1cc(-c2cc(C(=O)Nc3ccncc3)c3ccccc3n2)cc(OC)c1OC
 : -0.6, 107
Cc1cc(C(=O)CCC(=O)NNC(=O)c2ccccc2O)c(C)s1
 : -0.7, 67
CCOC(=O)C1CCCN(C(=O)CN2C(=O)c3ccccc3S2(=O)=O)C1 (stereo unspecified)
 : -3.0, 35
Cc1ccc2sc(N(CCCN(C)C)C(=O)c3ccc(S(=O)(=O)N(C)C4CCCCC4)cc3)nc2c1C
 : 30, 74

A second format for some results above.
CCCCn1c(N)c(N(CCOC)C(=O)c2ccc(Cl)c(S(=O)(=O)N3CCCCC3)c2)c(=O)[nH]c1=O
  NTR1 ag: -1.3 | NTR1 ag cell count 20 µM: 60

Cc1ccc(C(=O)NNC(=O)COc2ccc(Cl)cc2C)o1
  NTR1 ag: 0.2 | NTR1 ag cell count 20 µM: 82

Single records, as listed above. Order of screens: NTR1 ag, NTR1 ag cell count 20 µM
Profile of `CCc1ccccc1OCC(=O)NNCC(=O)Nc1cccc(C#N)c1` : 1.1, 86
Profile of `CC(C)[C@H](NC(=O)c1ccc(C(C)(C)C)cc1)C(=O)N1CCN(Cc2ccc3c(c2)OCO3)CC1` : 2.1, 56
Profile of `CCOC(=O)c1ccc(S(=O)(=O)N2CCC(C(=O)NCc3ccccc3OC)CC2)cc1` : 1.2, 39
Profile of `O=C(CSc1nnc(-c2ccccc2F)o1)N1CCNC1=O` : -0.5, 59
Profile of `CCCCCC(=O)Nc1ccc(C(=O)COC(=O)Cn2cnc3c2c(=O)n(C)c(=O)n3C)cc1` : -0.3, 52

The list continues.
Values run as follows: NTR1 ag, NTR1 ag cell count 20 µM
O=C(c1ccccc1)c1ccccc1C(=O)N1CCN(Cc2ccccc2F)CC1
 : -0.4, 56
CCOc1ccc(NS(=O)(=O)c2ccc(C(=O)N3CCCC3)cc2)cc1
 : 1.6, 44
CCCCCCSc1ccc([C@H]2N[C@@](C)(C(=O)OC)[C@H]3C(=O)N(C)C(=O)[C@@H]23)cc1
 : 2.5, 55
CSc1ncccc1C(=O)OCC(=O)NCCC1=CCCCC1
 : 0.6, 60
COc1ccc(S(=O)(=O)N(C)C[C@@H]2Oc3ccc(NC(=O)Nc4c(C)noc4C)cc3C(=O)N([C@H](C)CO)C[C@@H]2C)cc1
 : -1.8, 55
CC(C)(C)[C@H]1COC(=O)CCC/C=C/C[C@H](CC(=O)N(CCO)Cc2ccccc2)C(=O)N1
 : -0.2, 44
O=C(Cc1ccc2c(c1)OCCO2)Nc1cccc(S(=O)(=O)N2CCOCC2)c1
 : 0.0, 58
Cc1ccc2c(c1)-n1c(nc3ccccc3c1=O)C(Cc1ccccc1)NC2=O (stereo unspecified)
 : 2.0, 48
COCCNC(=O)C(=O)Nc1ccc2c(c1)N(S(=O)(=O)c1cccs1)CCC2
 : 0.3, 52
Cc1ccc(S(=O)(=O)NCc2cccnc2)cc1C(=O)NC1CCCCC1
 : -1.6, 51
CCN(CC(=O)Nc1c(F)cccc1F)C(=O)c1ccc(OCc2c(C)noc2C)cc1
 : -0.7, 69
CCOC(=O)[C@H]1[C@H]2COc3ccccc3[C@@H]2N2C(=O)c3cc(F)c(F)cc3NC(=O)[C@@]12C
 : -1.8, 84
Cc1oc(-c2ccccc2)nc1C(=O)OCC(=O)NCc1ccccc1
 : -0.9, 97
Cn1c(N)c(C(=O)COC(=O)c2cccc(S(=O)(=O)N3CCOCC3)c2)c(=O)n(C)c1=O
 : 2.0, 58
COc1cc(OC)c(C(=O)OCC(=O)Nc2nnc(-c3ccccc3)o2)cc1OC
 : 3.8, 101
O=C(OCC(=O)N1CCCc2ccccc21)c1cc(S(=O)(=O)N2CCOCC2)ccc1O
 : -0.1, 54
Cc1cccc(NS(=O)(=O)c2cccc(C(=O)NCC(c3ccco3)N(C)C)c2)c1 (stereo unspecified)
 : 0.7, 61
CCN1C(=O)CC(c2ccccc2)CC1=O
 : -0.3, 78
CCOc1ccc(NC(=O)C(C)N2C(=O)c3ccccc3S2(=O)=O)cc1 (stereo unspecified)
 : 1.6, 56
O=C1[C@@H](Oc2ccccc2)[C@@H](c2ccccc2)N1c1ccccc1
 : 0.7, 66
COc1ccc(Cl)cc1NC(=O)CN(C)CC(=O)NCc1ccc(F)cc1
 : -1.3, 42
Cc1ccc(N2C(=O)N(CC(=O)Nc3ccc(C)c(C)c3)C(=O)C2C)cc1 (stereo unspecified)
 : 0.6, 58
O=c1oc(CCCO)cc2ccccc12
 : 0.3, 56
CCCN(CC(=O)Nc1ccc(F)c(F)c1F)C(=O)C1=COCCO1
 : -1.9, 77
CCCCN1CCNC[C@@H]1Cc1ccc(O)cc1
 : 1.1, 93
CCC1(c2ccc(F)cc2)NC(=O)N(CC(=O)N2CCN(C(=O)c3cccs3)CC2)C1=O (stereo unspecified)
 : -1.0, 55
CCN(CC(=O)Nc1cc(Cl)ccc1C)C(=O)CN1C(=O)NC2(CCCC2)C1=O
 : -0.2, 73
COc1ccc(CNC(=O)C(=O)NCCC2CCCCN2S(=O)(=O)c2cccs2)cc1 (stereo unspecified)
 : -0.2, 51
CC(OC(=O)Cn1cnc2c1c(=O)n(C)c(=O)n2C)C(=O)Nc1ccc(Cl)cc1 (stereo unspecified)
 : -0.4, 50
Cc1noc(C)c1NC(=O)Nc1cccc2c1O[C@H](CN(C)S(=O)(=O)c1cn(C)cn1)[C@@H](C)CN([C@H](C)CO)C2=O
 : -1.9, 57
CC(=O)c1ccc(NC(=O)C2CCCN2S(=O)(=O)c2cccs2)cc1 (stereo unspecified)
 : -0.6, 47
O=C(NNC(=O)c1cc(Cl)nc2ccccc12)c1ccccc1F
 : -1.1, 49
COc1cccc2c1C(=O)CC1C2CCC2CC(=O)CCC21C (stereo unspecified)
 : 0.4, 52
N#CCCN(C(=O)COC(=O)c1ccc2c(c1)OCCO2)c1ccccc1
 : 0.8, 61
CCN(CC(=O)Nc1ccc(NC(C)=O)cc1)CC(=O)Nc1cc(C)on1
 : 1.8, 52
CC(Sc1nc(N)cc(N)n1)C(=O)NCC1CCCO1 (stereo unspecified)
 : 1.2, 77
C=CC[C@@H](CC(=O)OC(C)(C)C)C(=O)OC[C@H]1CCCN1C(=O)[C@@H](CC=C)CC(=O)NCCO
 : 1.0, 59
Cc1cc(C)c(NC(=O)CNC(=O)COC(=O)C2=COCCO2)c(C)c1
 : -0.6, 68
O=C(COC(=O)c1ccc(OC(F)F)cc1)NC(=O)NC1CCCC1
 : 2.3, 51
COc1cc(C(=O)OCC(=O)NC(=O)NC2CCCCC2)cc(Cl)c1OC
 : 4.7, 71
CCN(c1ccc(NC(=O)CSCc2c(C)noc2C)cc1)C(C)C
 : -0.8, 58
CC(NC(=O)c1cccs1)c1ccc(Cl)cc1 (stereo unspecified)
 : -1.2, 69
CC(C)(Oc1ccc(Cl)cc1)C(=O)Nc1c2c(nn1C(C)(C)C)CS(=O)(=O)C2
 : -1.1, 61
CC(C)c1cccc(C(C)C)c1OC(=O)[C@H]1OC(C(C)(C)C)=C[C@@H]1c1ccccc1
 : 0.7, 52

High-throughput results from PubChem.
